LMPTP block: blocks human LMPTP phosphatase; recombinant LMPTP-A, OMFP fluorogenic substrate, fluorescence intensity; inhibition, % at 20 µM; 360,000 compounds, 0.22% hits; P24666;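 active = compounds that cut the enzyme signal by at least half of the control window in the single-dose screen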;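 also: plate controls were DMSO wells with enzyme plus substrate for no effect and substrate without enzyme for full effect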
Target sequence (P24666 whole entry, looked up): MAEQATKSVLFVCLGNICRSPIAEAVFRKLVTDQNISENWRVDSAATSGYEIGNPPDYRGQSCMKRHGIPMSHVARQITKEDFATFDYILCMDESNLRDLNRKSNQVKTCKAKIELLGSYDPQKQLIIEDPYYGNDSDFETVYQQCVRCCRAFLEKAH
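Test system – LMPTP-A phosphatase enzyme · Quantity – 0.625 nM LMPTP-A final · Reagent – OMFP substrate, 400 µM final · Dosing – one test concentration per compound, 20 µM, with 3% DMSO overall · Timing – 50 min enzyme reaction at room temperature, protected from light · Detection – fluorescence intensity · Controls – substrate-only low control, DMSO enzyme-plus-substrate high control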
NRP1-CendR mod: alters CendR peptide binding to human NRP-1; AID 602438; 360,000 compounds, 0.85% hits; O14786; FAM-RPARPAR peptide binding to NRP-1, fluorescence polarization; inhibition, % at 25 µM;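 active = inhibition or corrected inhibition above about 18%, plus a signal ratio from 0.5 to 1.5, limit read from the data, passing the limit was not always enough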; also: strong numbers were not always called active
DNMT1 block: inhibitors of human DNMT1 | P26358 | DNMT1 molecular beacon, Hinp1I cleavage, fluorescence | inhibition (reported as % activation of signal), % at 10 µM | 360,000 compounds, 0.83% hits; in the data active = inhibition above about 50%
Tb MetRS inh: blocks T. brucei methionyl-tRNA synthetase activity | purified T. brucei MetRS, ATP depletion, Kinase-Glo luminescence | inhibition, % at 11.9 µM | 360,000 compounds, 0.4% hits;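 active = inhibition above a per-plate cutoff of the control wells' mean inhibition plus 3 SD, cut at about 5.5% in these data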;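 also: 0% = DMSO wells median and 100% = median of wells with control inhibitor compound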
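technique = Kinase-Glo luminescence, ATP depletion format | system = purified MetRS (methionyl-tRNA synthetase) enzyme from Trypanosoma brucei | timing = 15 min preincubation, 2 h reaction, all 25 °C | evaluation = percent inhibition versus plate control medians | dosing = single dose, 11.9 µM final nominal, 0.9% final DMSO | also added = substrates ATP, L-methionine and bulk Escherichia coli tRNA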
SKN-1 block: C. elegans SKN-1 inhibition. 360,000 compounds, 0.49% hits. inhibition, % at 21.8 µM. C. elegans VP596 Pgst-4::GFP/RFP ratio, acrylamide-induced, 24 h;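 active = interference check ratio from 0.5 to 1.5 plus GFP to RFP signal ratio inhibition reaching or exceeding a fixed threshold, cut at about 30% in these data, passing the limit was not always enough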; also: some compounds called inactive have numbers as strong as hits
NadD inh: NadD (S. aureus) enzyme inhibition. inhibition, % at 20 µM. 360,000 compounds, 0.78% hits. purified NadD enzyme, colorimetric absorbance read-out; in the data active = inhibition above about 26%; also: some compounds past the cut are filed as inactive
Neddyl block: inhibitors of human cullin neddylation. P61081+Q13564. TR-FRET cullin neddylation, biochemical. calls only at 25 µM. 360,000 compounds, 0.58% hits. AID 651699; in the data active = inhibition above about 36%
Scp-1 inhibitor: blocks human Scp-1 phosphatase activity; 340,000 compounds, 0.88% hits; Q9GZU7; inhibition, % at 20 µM; Recombinant Scp1, phosphopeptide, malachite green phosphate absorbance;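 active = inhibition above about 50% at 20 µM, limit read from the data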;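 also: plate controls were DMSO wells with enzyme for no effect and wells lacking enzyme for full effect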
Target sequence (Q9GZU7 76-261 limits assumed): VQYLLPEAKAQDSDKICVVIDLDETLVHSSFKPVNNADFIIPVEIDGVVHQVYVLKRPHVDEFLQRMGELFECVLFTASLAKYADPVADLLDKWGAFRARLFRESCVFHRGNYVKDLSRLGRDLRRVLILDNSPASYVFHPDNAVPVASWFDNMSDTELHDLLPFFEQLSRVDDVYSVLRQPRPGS
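System: truncated SCP-1 phosphatase (76-261aa); medium: Tris acetate buffer pH 5.5 with MgCl2 and Tween-20; incubation: 45 min room-temperature reaction, 5 min colour, 30 min stabiliser; compound: single 20 µM dose, 1% DMSO; reagent: Phosphorylated 17-residue peptide substrate; read-out: % inhibition at 20 µM; technique: colorimetric free-phosphate detection, absorbance 630 nm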
STEP inh: STEP (human) phosphatase inhibition; AID 588621; recombinant STEP, OMFP fluorogenic substrate, fluorescence; inhibition, % at 20 µM; P54829; 360,000 compounds, 0.25% hits;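 active = inhibition at 20 µM, scaled per plate between control wells, above about 37%, limit read from the data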;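 also: 0% = DMSO with enzyme and substrate and 100% = substrate only without enzyme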
Target sequence (P54829 whole entry, looked up): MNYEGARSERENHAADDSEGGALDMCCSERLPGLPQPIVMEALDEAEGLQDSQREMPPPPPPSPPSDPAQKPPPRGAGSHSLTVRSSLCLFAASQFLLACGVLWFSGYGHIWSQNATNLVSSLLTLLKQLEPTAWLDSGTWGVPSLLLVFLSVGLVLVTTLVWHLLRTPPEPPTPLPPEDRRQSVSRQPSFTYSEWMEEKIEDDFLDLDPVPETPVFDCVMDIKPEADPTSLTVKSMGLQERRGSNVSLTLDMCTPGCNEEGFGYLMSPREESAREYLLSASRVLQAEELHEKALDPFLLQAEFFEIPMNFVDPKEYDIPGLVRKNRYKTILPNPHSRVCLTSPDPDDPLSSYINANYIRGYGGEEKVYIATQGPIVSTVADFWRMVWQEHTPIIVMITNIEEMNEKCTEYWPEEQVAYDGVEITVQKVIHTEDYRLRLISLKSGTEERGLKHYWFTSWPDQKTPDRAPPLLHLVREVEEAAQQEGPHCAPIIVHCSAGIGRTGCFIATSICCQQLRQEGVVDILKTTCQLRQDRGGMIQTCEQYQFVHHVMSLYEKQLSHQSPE
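Test system: STEP tyrosine phosphatase / Reagent: OMFP at 25 µM / Doses: 20 µM, 1% DMSO / Read-out: percent inhibition scaled to no-enzyme and uninhibited-enzyme controls, plate-pattern corrected / Detection: FITC-channel fluorescence of OMFP product / Medium: Bis-Tris buffer pH 6.0, 2.5 mM DTT, 0.005% Tween 20 / Schedule: 20 min at room temperature, dark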
SUMO1 PPI mod: modulators of human SUMO1-mediated protein-protein interactions. SUMO1 binding to a labelled peptide, TR-FRET, 1 h. inhibition, % at 20 µM. 360,000 compounds, 0.33% hits. AID 602429; in the data active = inhibition above about 37%
Target sequence (P63165 whole entry, looked up): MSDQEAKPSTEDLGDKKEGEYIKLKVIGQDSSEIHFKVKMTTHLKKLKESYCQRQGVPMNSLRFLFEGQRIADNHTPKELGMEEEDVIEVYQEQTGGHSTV
Active calls of the source: *; i = inactive; . = not tested or not shown; + = active, no number. Not a hit list; 4.6% or so of the library scored in one or more.

SMILES	LMPTP block	NRP1-CendR mod	DNMT1 block	Tb MetRS inh	SKN-1 block	NadD inh	Neddyl block	Scp-1 inhibitor	STEP inh	SUMO1 PPI mod
Cc1ccc(NC(=O)CNC(=O)c2cccc(Cl)c2)nc1	-2.1	-3	2	-0.6	-1	-4	i	-5	0	8
Cc1cc(C)nc(NS(=O)(=O)c2ccc(NC(=O)C(C)Oc3ccccc3F)cc2)n1 (centres undefined)	-0.1	3	0	0.1	10	9	i	0	1	28
CSc1ccc(CN(C)CC(=O)Nc2ccccc2Br)cc1	2.4	-6	4	-0.2	-3	5	i	-8	0	1
CCOC(=O)Cc1csc(NC(=O)c2csc(C)c2)n1	-0.8	-4	-3	0.2	16	-3	i	-3	-1	1
Cc1ccc(CN2CCCCC2C(=O)Nc2ccc(Oc3cccnc3)cc2)o1 (centres undefined)	-1.1	-4	-1	-0.1	0	-5	i	-9	2	6
COc1ccccc1CNC(=O)CN1CCN(S(=O)(=O)c2cccs2)CC1	-0.3	-1	1	0.3	-1	4	i	-5	1	-1
CC(C)(C)NC(=O)C(c1ccncc1)N(C(=O)c1csnn1)c1ccccc1 (centres undefined)	-2.0	-2	0	-0.8	4	-1	i	-5	-2	-1
Cc1cccc(S(=O)(=O)N(C)C[C@H]2OCc3cnnn3CCCC(=O)N([C@H](C)CO)C[C@H]2C)c1	-1.7	-8	4	-0.1	-4	6	i	.	-1	0
COc1ccc(Cl)cc1-c1nc(-c2ccc(NC(=O)c3ccncc3)cc2)no1	-0.5	-19	12	0.1	23	2	i	0	0	1
COC(=O)c1ccc(C(=O)OC)c(NC(=S)N2CCN(c3cccc(Cl)c3)CC2)c1	3.0	4	-5	-0.3	-9	2	i	-10	10	1
CCOc1cc(C=O)ccc1OCC(=O)N1CCCC1	0.1	-7	4	0.4	0	-5	i	-11	-3	3
C=CCNC(=O)CSc1nnc(C(CC)N(C)C)n1C1CCCCC1 (centres undefined)	-0.7	0	1	-0.3	0	-3	i	-5	-1	-3
CCCNC(=O)c1onc(CSc2ccc(Cl)cc2)c1C(=O)NCCOC	0.4	1	4	-0.3	27	-4	i	-6	-1	-4
CCOC(=O)C1(Cc2cccc(OC)c2)CCN(CC(O)CO)CC1 (centres undefined)	2.4	-1	0	0.5	-4	-2	i	-7	-3	0
CCOc1ccc(N(CC(=O)Nc2ccccc2C(=O)NC(C)CC)S(C)(=O)=O)cc1 (centres undefined)	-0.1	10	2	-1.1	5	0	i	-2	0	-5
O=C(c1cc2c(s1)-c1ccccc1OC2)N1CCCC1	1.2	4	-2	-0.8	-6	-3	i	-12	1	-12
COc1ccc(OC)c(C2Nc3nc4ccccc4n3C(C)=C2C(=O)Nc2ccc(C)cc2C)c1 (centres undefined)	0.1	4	-9	-0.6	9	4	i	-3	3	1
FC(F)C(F)(F)Oc1cccc(Nc2nccn3c(-c4cc(C(F)(F)F)cc(C(F)(F)F)c4)cnc23)c1	0.0	-19	1	-0.1	4	11	i	.	2	-3
COc1ccc(N(C)S(=O)(=O)c2c(C)[nH]c(=O)[nH]c2=O)cc1	-0.5	7	1	-0.9	14	4	i	10	-3	2
CC(C)(C)c1ccc(CC(=O)N2CCC2(C)C(=O)NCc2ccc(Cl)cc2)cc1 (centres undefined)	1.0	11	4	-0.4	9	-8	i	.	2	11
O=C(OCc1c(F)cccc1Cl)c1cnccn1	-1.6	-3	0	-0.3	-21	4	i	-5	-2	-5
COc1ccccc1N(C)S(=O)(=O)c1ccc(C(=O)NCCCN2CCCC2=O)cc1	1.0	0	4	-0.2	6	-2	i	.	-3	-3
O=C(c1ccc(CS(=O)(=O)c2c(Cl)cccc2Cl)o1)N1CCN(c2ccccn2)CC1	-0.9	6	1	-0.5	-1	0	i	-12	0	2
CCC(C(=O)Nc1ccc(C(C)C)cc1)c1ccccc1 (centres undefined)	1.7	-14	6	0.3	5	-4	i	-7	1	5
N=C1c2ccccc2CN1NC(=O)c1cccc(S(=O)(=O)N2CCCC2)c1	-0.5	2	0	-0.5	3	-1	i	-4	-1	4

The listing continues.
SMILES	LMPTP block	NRP1-CendR mod	DNMT1 block	Tb MetRS inh	SKN-1 block	NadD inh	Neddyl block	Scp-1 inhibitor	STEP inh	SUMO1 PPI mod
COc1ccc(C)cc1S(=O)(=O)N(C)CC(=O)N1CCC(C(N)=O)CC1	0.4	0	-1	0.4	-1	-2	i	-4	0	-2
COc1ccccc1C(NC(C)=O)c1c(O)ccc2ccc(O)cc12 (centres undefined)	-0.1	1	-11	-0.6	-5	-10	i	0	-1	4
COc1cccc(OCC(=O)O/N=C(\N)c2ccc(OC)c(OC)c2)c1	0.6	6	-2	-0.6	5	-11	i	-12	0	2
Cc1ccc(NC(=S)N/N=C/c2ccc(OCCC(C)C)cc2)c(C)c1	1.3	0	-6	-0.8	-7	0	i	-14	4	-1
COc1ccc(Nc2ncnc3c2oc2ccccc23)cc1	-0.6	-1	0	-0.4	20	-2	.	-7	1	1
Cc1ccc(NC(=O)c2cc3ccccc3cc2O)cc1	1.3	0	-3	0.2	31	7	+	3	0	-2
Cc1cc(NC(=O)c2cccc(S(=O)(=O)N3CC(c4ccccc4)CC3=O)c2)no1 (centres undefined)	0.2	-6	0	-0.2	3	-1	i	-7	0	3
Cn1c(Cn2c(=O)sc3ccccc32)nnc1SCC(=O)NCc1ccccc1	-0.2	-5	-1	-0.4	-3	-3	i	-4	0	6
CCCc1cc(=O)[nH]c(SCC(=O)Nc2sc3c(c2C#N)CCCC3)n1	0.2	-7	-1	0.1	4	1	i	-5	-2	7
Cc1cc(C)c2nc(SCCc3ccccc3)nc(C)c2c1	3.2	-9	-3	-0.5	12	2	i	4	3	-2
O=C(NCC1CCCO1)C1CCCN1C(=O)NC1CCCCC1 (centres undefined)	-1.2	11	-1	-0.5	18	0	i	-4	1	0
O=C(CSc1ncccn1)NC(=O)NC1CCCC1	-0.6	-12	5	-0.2	1	0	i	.	4	9
COc1ccc(N2CCN(C(=O)C3CCCN(S(=O)(=O)c4ccc5c(c4)oc(=O)n5C)C3)CC2)cc1 (centres undefined)	0.5	0	-1	0.1	-6	7	i	-2	-2	11
Cc1ccc(C(O)c2ncc(-c3ccccc3F)[nH]2)cc1F (centres undefined)	-0.1	-5	-2	-0.2	12	-3	i	.	-3	0
COc1ccc(-c2nc(N)ncc2-c2ccc(Cl)cc2)c(O)c1	1.6	0	-6	-0.4	7	-5	i	-7	-2	0
Cc1cccc(NC(=S)NCC(c2cccnc2)N2CCOCC2)c1 (centres undefined)	-2.7	-3	0	0.7	6	1	i	-3	-1	13
COc1ccc2c(C)c(Cl)c(=O)oc2c1	0.8	-4	7	-0.3	1	3	.	-8	-1	-5
Cc1ccc2nc(-c3ccc(NC(=S)NCCC(C)C)cc3)sc2c1	1.9	-2	10	-1.5	-3	8	.	3	2	-1
CCN(CC)S(=O)(=O)c1ccc(/C=C/C(=O)OCC(=O)N(C)C)cc1	-2.9	7	8	-1.5	-16	-1	i	4	2	-19
COc1ccc(S(=O)(=O)Nc2cccc(SC)c2)cc1C(=O)N1CCOCC1	-1.2	5	0	-0.3	2	-5	i	-7	-1	7
CC(=O)Nc1ccc(NC2=CC(=O)c3ccccc3C2=O)cc1	6.6	17	4	-0.8	11	-6	i	49	24	-6
O=C1c2ccccc2C(=O)c2c(Nc3ccc(CCO)cc3)ccc(O)c21	4.0	8	-1	-0.9	12	-5	i	-13	3	-8
Cc1ccc(NCC(=O)Nc2ccc(F)c(Cl)c2)cc1S(=O)(=O)N1CCOCC1	-1.1	-6	-8	-0.1	7	0	i	.	-3	6
CCN(CC(=O)Nc1ccc(C)c(F)c1)CC(=O)NC(C)(C)C	0.5	3	3	0.4	7	-1	i	-13	0	3
CCCn1c(SCC(=O)N2CCN(CC)CC2)nc2c1c(=O)n(C)c(=O)n2C	0.4	4	0	-0.5	10	2	i	-4	-1	3

Next part.
SMILES	LMPTP block	NRP1-CendR mod	DNMT1 block	Tb MetRS inh	SKN-1 block	NadD inh	Neddyl block	Scp-1 inhibitor	STEP inh	SUMO1 PPI mod
COc1ccc(OC)c(/C(O)=C/C(=O)C(=O)Nc2cc(C)cc(C)c2)c1	-1.0	2	-6	-0.3	12	8	i	-9	2	-2
O=C(NCC1COCCO1)c1cc(COc2ccc(F)cc2F)on1 (centres undefined)	2.3	-6	3	-0.3	-1	5	i	1	1	3
C/C(=C/c1ccccc1)C(=O)N1CCN(c2ccccc2)CC1	2.6	0	-7	-1.0	8	3	i	-8	3	-3
O=C(Cc1ccccc1)Nc1ccc2c(c1)OC1(CCCC1)O2	1.1	-1	-4	-0.2	3	-2	i	-4	2	0
Cc1cccc(OCc2nnc(SCC(=O)N3CC(=O)Nc4ccccc43)o2)c1	0.7	2	2	-0.6	3	-1	i	-1	2	0
COc1ccc(CCNC(=O)C2CCN(C(=O)c3ccc([N+](=O)[O-])cc3)CC2)cc1	-0.2	11	0	-0.5	2	-2	i	-4	-3	-18
CC(=O)Nc1ccc(Nc2nc(C)nc3c2oc2ccccc23)cc1	1.3	17	4	-0.3	-2	-1	i	-6	3	7
O=C(O)CCC(=O)NNc1ccccc1[N+](=O)[O-]	-2.1	-7	-3	-0.6	1	-5	i	-3	-1	-17
COC(=O)c1cc(-c2c(C)nn(-c3ccccc3)c2C)n[nH]1	-0.7	7	-2	-0.5	10	3	i	-5	0	-1
COc1ccc2c(c1)[C@H]1[C@H](CO2)[C@H](c2ccccc2)[C@]2(C)C(=O)Nc3cc(C)ccc3C(=O)N12	2.0	10	-6	-0.2	18	6	i	7	0	2

An excerpt of these results, with bars between the fields:
canonical_smiles | LMPTP block | NRP1-CendR mod | DNMT1 block | Tb MetRS inh | SKN-1 block | NadD inh | Neddyl block | Scp-1 inhibitor | STEP inh | SUMO1 PPI mod
CCCn1c(SCC(=O)N2CCN(CC)CC2)nc2c1c(=O)n(C)c(=O)n2C | 0.4 | 4 | 0 | -0.5 | 10 | 2 | i | -4 | -1 | 3
COc1ccc(OC)c(/C(O)=C/C(=O)C(=O)Nc2cc(C)cc(C)c2)c1 | -1.0 | 2 | -6 | -0.3 | 12 | 8 | i | -9 | 2 | -2

An excerpt of these results, with values under each structure.
Results follow in this order: LMPTP block	NRP1-CendR mod	DNMT1 block	Tb MetRS inh	SKN-1 block	NadD inh	Neddyl block	Scp-1 inhibitor	STEP inh	SUMO1 PPI mod
- CCN(CC)S(=O)(=O)c1ccc(/C=C/C(=O)OCC(=O)N(C)C)cc1
 : -2.9	7	8	-1.5	-16	-1	i	4	2	-19
- COc1ccc(S(=O)(=O)Nc2cccc(SC)c2)cc1C(=O)N1CCOCC1
 : -1.2	5	0	-0.3	2	-5	i	-7	-1	7
